# TNF death inh: TNF-alpha cell death inhibition in Jurkat FADD-/- cells. Jurkat FADD-/- TNF necroptosis rescue, ATP luminescence, 24 h; 0 = TNF only, 100 = no-TNF cells. activation (protection from cell death), % at 10 µM. 220,000 compounds, 0.068% hits;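 active means activation, meaning protection from cell death, of at least 50% relative to plate controls; inactive means activation below 50%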;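 further: necroptosis triggered by 40 ng/mL TNF-alpha added together with compound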
# zVAD death inh: blocks zVAD induced death of L929 cells | AID 1377 | 220,000 compounds, 0.38% hits | viability rescue, % at 10 µM | L929 zVAD necroptosis rescue, ATP luminescence, 24 h; with zVAD 60 µM;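 active means activation, scaled between plate controls, above about 75%, limit read from the data; inactive means activation under that limit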;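 further: 0% = zVAD with DMSO and 100% = DMSO alone without zVAD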
# Rad51 HR inh: blocks human Rad51 in homologous recombination | 200,000 compounds, 0.085% hits | hRad51 DNA strand exchange, fluorescence dequenching | AID 1385 | inhibition, % at 10 µM;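 active means inhibition above 40% at the single screening dose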;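 further: 0% = DMSO control wells and 100% = blanks with heterologous ssDNA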
# Target sequence (Q06609 whole entry, looked up): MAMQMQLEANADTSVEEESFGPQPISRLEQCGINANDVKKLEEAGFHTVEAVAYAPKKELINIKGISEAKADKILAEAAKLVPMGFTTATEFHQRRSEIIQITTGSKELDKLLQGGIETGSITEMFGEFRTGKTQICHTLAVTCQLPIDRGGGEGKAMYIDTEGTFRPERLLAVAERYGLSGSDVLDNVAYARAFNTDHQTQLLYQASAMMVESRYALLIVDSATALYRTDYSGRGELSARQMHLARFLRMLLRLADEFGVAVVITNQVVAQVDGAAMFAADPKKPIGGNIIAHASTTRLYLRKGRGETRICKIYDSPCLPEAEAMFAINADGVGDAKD
#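 Material: hRad51 filaments on single-stranded DNA; Reagent: Donor/quencher-labelled 47-bp dsDNA substrate; Compound: 10 µM final, single point; Schedule: 37 °C 15-min filament assembly, 30-min compound preincubation, 15-min exchange; Technique: FRET fluorescence, excitation 485 nm, emission 520 nm; Benchmarks: control wells and blank wells on each plate.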
# Cl transport mod: KCC2 (human) Cl- transport modulation; Q9H2X9; KCC2 cells, thallium flux FluoZin-2 fluorescence; B-score of Tl+ flux slope (higher = more flux/activation; lower = inhibition) at 10 µM; 190,000 compounds, 2.2% hits; AID 1456;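 active means thallium flux slope and its plate-corrected score both differing from the plate sample mean at a set confidence after two filtering rounds, in either direction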;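 further: slope of fluorescence scaled to starting intensity during 10 to 20 s after thallium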
# PERK inh: inhibitors of human PERK kinase; CHO PERK-DD fusion, SEAP luminescence translation reporter; inhibition, % at 5.6 µM; 220,000 compounds, 0.17% hits; AID 1416;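 active means inhibition above the mean inhibition of all tested compounds plus 3 SD, set separately per screening campaign, cut at about 2.9% in these data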;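 further: PERK kinase domain activated by AP20187 dimerizer at 100 nM; 0% = DMSO with dimerizer and 100% = rapamycin at 8.4 µM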
# EBV gp42 block: EBV gp42 inhibition. Q1HVG2. Fluorescence polarization binding assay, mP read-out. inhibition, % (tested at 21.74 µM). 220,000 compounds, 0.42% hits; in the data active means inhibition above about 50%
# Target sequence (Q1HVG2 whole entry, looked up): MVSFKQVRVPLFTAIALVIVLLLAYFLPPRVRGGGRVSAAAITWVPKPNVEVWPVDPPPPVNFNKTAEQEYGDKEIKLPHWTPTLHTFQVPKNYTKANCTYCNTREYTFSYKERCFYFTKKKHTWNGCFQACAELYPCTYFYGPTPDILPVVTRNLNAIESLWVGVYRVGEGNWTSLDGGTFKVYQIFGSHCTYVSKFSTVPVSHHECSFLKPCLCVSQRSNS
# eIF4E 4G PPI: blocks eIF4E binding to eIF4G. P63073+Q04637. 220,000 compounds, 0.37% hits. inhibition, % at 21.7 µM. TR-FRET eIF4E-eIF4GI(517-606) binding, 2 h;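 active means inhibition above about 30%, limit read from the data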;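 further: 0% = full FRET control wells and 100% = background wells lacking eIF4GI fragment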
# Mdm2 ligase inh: blocks human Mdm2 ubiquitin ligase activity; Q00987; cell-based MDM2 ubiquitination luciferase reporter, 2 h; 0 = plate control, 100 = twice control, blank-subtracted; signal enhancement, % at 5 µM; 210,000 compounds, 0.11% hits;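 active means signal enhancement of 30% or more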;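 further: luminescence tracks abundance of the self-degrading MDM2-luciferase fusion protein; higher signal means inhibition of MDM2 E3 ligase activity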
# Target sequence (Q00987 whole entry, looked up, the tested form may be a part): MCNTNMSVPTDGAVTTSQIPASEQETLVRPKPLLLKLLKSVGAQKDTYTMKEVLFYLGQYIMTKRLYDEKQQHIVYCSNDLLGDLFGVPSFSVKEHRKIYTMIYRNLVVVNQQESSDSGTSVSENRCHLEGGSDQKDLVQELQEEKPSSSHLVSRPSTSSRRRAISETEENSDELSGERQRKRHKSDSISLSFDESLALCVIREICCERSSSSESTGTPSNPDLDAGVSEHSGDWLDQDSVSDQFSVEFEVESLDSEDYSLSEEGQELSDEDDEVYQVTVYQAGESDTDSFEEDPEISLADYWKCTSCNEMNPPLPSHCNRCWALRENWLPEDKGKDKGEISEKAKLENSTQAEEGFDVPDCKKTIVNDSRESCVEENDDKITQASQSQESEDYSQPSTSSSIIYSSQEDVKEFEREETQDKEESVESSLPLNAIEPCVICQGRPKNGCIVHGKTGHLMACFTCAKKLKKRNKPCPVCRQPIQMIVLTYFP
#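 system = mammalian cells stably expressing self-ubiquitinating, self-degrading MDM2 E3–luciferase fusion | quantity = 2000 cells per well seeded | incubation = 4 h cell settling then 2 h compound exposure, 37 °C | signal = SteadyLite luminescence, 15 min reagent step | benchmarks = plate control and blank wells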
# m-calpain inh: inhibitors of pig calpain II; purified calpain II, fluorogenic peptide substrate, 30 min; 220,000 compounds, 0.37% hits; AID 1236; inhibition, % at 16 µM;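 active means inhibition above about 50%, limit read from the data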
# Starred values were filed as active, the others as inactive; i = inactive; nt = no result given; [ ] = remark or other dose.
Compound	TNF death inh	zVAD death inh	Rad51 HR inh	Cl transport mod	PERK inh	EBV gp42 block	eIF4E 4G PPI	Mdm2 ligase inh	m-calpain inh
COc1ccc(Cn2c(-c3ccco3)nc3c(c(=O)c4ccccc4n3C)c2=O)cc1	-7.2	-0.7	-4	-2	-2.6	-3	4	-11	10
Cc1ccccc1Nc1c(-c2ccccc2)nc2ncccn12	-3.9	1.2	nt	-0.0089	0.1	-11	3	-15	-4
N#CC1=C(N)C2=C(N3CCCCC3)CCCC2C1(C#N)C#N (configuration not stated)	-3.0	0.0	-4	0.74	0.8	-18	-2	-22	8
COCCCN(C(C)=O)c1nc(-c2ccccc2)cs1	-1.6	0.2	-10	-0.08	-0.3	-20	-2	9	-12
CCN1C(=O)/C(=C2/SC(C)=C(C)N2CC)SC1=S	0.6	0.1	-12	0.58	0.2	-2	-5	-4	-34
CC(C)(C)c1cc(C(=O)N2CCN(c3ncccn3)CC2)ccn1	-1.6	-0.4	2	-0.76	0.2	-10	6[fluorescence artefact?]	-14	-11
O=C1N(CCCCN2C(=O)C3(OCCO3)c3ccccc32)c2ccccc2C12OCCO2	-2.6	-0.1	1	nt	-0.7	-3	-1	0	11
COc1ccc(CCn2c(N)c(S(=O)(=O)c3cccs3)c3nc4ccccc4nc32)cc1OC	-1.1	-0.3	-6	-0.28	-0.9	-25	3	-25	-9
CC(=O)/C(N=Nc1ccc2c(c1)OCO2)=C(\C)O	-0.7	-0.6	4	1	0.7	-21	-3	-4	3
Cc1ccc(C(=O)N/C(=C\c2ccco2)C(=O)NC2CCS(=O)(=O)C2)cc1 (configuration not stated)	-0.7	1.2	nt	-1.2	0.6	-7	2	-1	14
CC(Sc1n[nH]c(N)n1)C(=O)Nc1ccccc1-c1ccccc1 (configuration not stated)	-0.9	0.7	8	0.9	0.1	2	-3	-9	-17
CCOC(=O)c1ccc(NC(=O)CCc2nc(-c3ccccc3Cl)no2)cc1	-1.9	0.0	4	-2.7	0.6	-17	3	-6	4
CCOC(=O)c1ccc(NC(=O)C(=O)NCc2ccc(/C=C(/C#N)C(=O)NCCOC)o2)cc1	-2.1	-0.9	-25	-0.59	0.6	-30	-3	-9	-190
Cc1ccc(S(=O)(=O)O/N=C2/CCCc3occc32)cc1	-1.5	0.0	7	nt	1.1	2	-11	-2	-15
O=c1[nH]c2cccnc2n1Cc1ccco1	-1.3	0.1	-1	nt	-0.8	17	2	-17	8
CN(C)S(=O)(=O)Oc1cccc(C(=O)Nc2ccc(Cl)c(Cl)c2)c1	-10	9.3	4	0.45	-0.4	-3	1	6	24
O=C(COc1ccc(Br)cc1F)NC1CCN(Cc2ccccc2)CC1	-2.5	0.0	nt	-2	-1.6	-4	8	-18	14
CN(C)CCSc1nnc2[nH]c3ccccc3c2n1	2.1	0.9	-1	0.55	-0.8	-25	-4	-4	1
COCC(=O)Nc1nnc(CCc2ccccc2)s1	0.8	-0.1	4	nt	-1.2	-7	-1	-8	-39
CSc1cccc(NC(=O)Nc2nc3c(C)cccc3s2)c1	4.3	1.9	-9	-0.51	0.6	-8	-2	-8	-1
Cc1ccc(S(=O)(=O)Nc2ccc3c(c2)nc(CN2CCCC2)n3C)cc1	-2.6	-0.7	-6	-0.055	-0.8	-9	1	-21	26
COCC(=O)NC1CCN(CC(=O)Nc2ccccc2[N+](=O)[O-])CC1	1.5	1.9	15	nt	0.2	-14	3	15	-6
O=c1c2ccccc2nnn1CCN1CCOCC1	1.0	0.8	nt	nt	0.4	3	3	-3	3
Cc1cccc(-c2c3c(=O)n(C)c(=O)n(C)c3cn2CCO)c1	-1.2	0.0	0	nt	0.9	-11	6	-11	26
OCCCNC(=S)Nc1ccc(Oc2ccccc2)cc1	-0.2	0.1	0	-1.1	0.6	-6	0	-8	21
Clc1ccsc1-c1ccc2ccccc2n1	-0.3	0.6	-2	0.028	0.1	5	4	-12	-13
Cc1cc(NC(=O)c2cc(CC(C)C)on2)n(-c2ccccc2)n1	-1.6	-0.1	2	0.0012	0.7	-6	3	-15	9
COc1cc(O)oc1C=Nc1ccc(Cl)cc1	-6.9	-0.3	-8	-2.9	0.2	-8	-8	-9	-17
COCc1cc(=O)[nH]c(/N=C(\N)Nc2cccc(Cl)c2)n1	-1.4	-0.2	0	0.11	0.5	-2	-2	26	20
COc1cc(C2NC(=O)CS2)cc(OC)c1OC (configuration not stated)	-1.7	nt	nt	-0.41	-0.2	-1	7	-5	29
CCOC(=O)c1ccc(N/C=C/C(=O)c2ccc(OC)cc2)cc1	-1.5	0.0	-5	0.048	1.8	-19	-24	-19	-30
CCOC(=O)C1(CCOc2ccccc2)CCN(Cc2cnc(C)s2)CC1	0.5	-0.9	nt	nt	0.1	-6	-3	4	13
CC1=C(C(=O)OCC2CCCO2)C(c2ccc(O)cc2)NC(=O)N1 (configuration not stated)	2.3	2.2	3	1.6	1.1	3	1	2	-6
COc1ccc(S(=O)(=O)N2CCN(C)CC2)cc1Br	-3.1	-0.3	2	0.58	0.8	-9	-7	-14	7
CC(C)N(O)C(=O)NC(C)(C)C	-2.0	1.8	3	-0.52	1.1	-1	1	6	-13
CC(C)CN(CC(C)C)S(=O)(=O)N1CCC(C(=O)NC2CCCCCCC2)CC1	1.1	7.0	7	0.5	1.1	-3	-11	-15	-3
O=C(Nc1ccc(N2CCN(C(=O)c3ccco3)CC2)c(Cl)c1)c1cc2ccccc2o1	-3.2	7.2	nt	-1.4	-1.1	-2	-11	-22	-35
COc1ccc(/C=N/Nc2c(Cl)cc(Cl)cc2Cl)cc1CN1CCOCC1	2.6	0.0	nt	0.95	-0.2	-23	1	2	-26
COc1ccc(-c2noc(CSc3nc4ccccc4c(=O)n3-c3ccc(C)cc3)n2)cc1	1.2	-0.4	-10	nt	1.7	5	3	-7	-9
O=[N+]([O-])c1nn(-c2ccc3c(c2)OCCO3)n(O)c1=NCCC1=CCCCC1	-0.3	5.2	4	-1.1	1.0	-6	2	-7	5
CC(=O)C1=C(C)NC(SCC(=O)c2ccc(F)cc2)=C(C#N)C1CC(C)C (configuration not stated)	2.8	nt	nt	-1.9	-0.8	-10	1[fluorescence artefact?]	-2	6
Cc1ncc([N+](=O)[O-])n1CCOC(=O)Nc1ccc([N+](=O)[O-])cc1	0.9	0.5	3	0.076	1.6	-29	0	-14	-14
COc1cc(/C=N/NC(=O)CCn2cnc(-c3ccccc3)c2-c2ccccc2)ccc1O	1.4	0.6	-1	-1.1	-0.4	9	0[fluorescence artefact?]	-15	-9
Cc1ccc(S(=O)(=O)N2CCN(C(=O)c3ccccc3)CC2)cc1	-0.3	-0.3	-9	0.23	-0.4	-8	4[fluorescence artefact?]	-4	-17
O=C1CC(c2ccccc2)CC(O)=C1C=Nc1ccc(O)cc1 (configuration not stated)	-3.5	0.0	-9	-1.7	1.9	-11	2	2	39
O=C(Nc1ccc(-c2nc3ccccc3c(=O)o2)cc1)c1ccco1	0.8	-0.9	-3	0.65	0.5	-10	-7[fluorescence artefact?]	-1	-15
Cc1ccccc1C(=O)NC1CCN(CC(=O)Nc2nccs2)CC1	0.3	0.5	12	0.005	0.1	-13	-3	-5	-48
COc1cccc(/C=N/NC(=O)CCc2ccccc2)c1	0.1	0.5	6	-0.31	-0.2	-9	1	-6	-3
CCc1nc(N2CCC(C)CC2)c2oc3ccccc3c2n1	-5.1	0.3	nt	-0.43	-0.5	0	6	-27	-18
Cc1nc(C#N)c(N/N=C/c2cccc(Cl)c2)o1	-1.2	nt	nt	-0.19	-0.9	-1	5	nt	-17
O=C(Nc1ccccc1)c1ccc2ccccc2n1	-0.9	1.6	-2	-0.073	-0.5	-16	-1	-28	28
COc1ccc(-c2cccc(C3CC=CC4C3C(=O)N(Cc3ccccc3)C4c3ccc4ccccc4c3)c2)cc1 (configuration not stated)	-2.7	0.1	4	0.59	nt	-17	-5	11	-88
Cc1cccc(NC(=O)c2cc3n(n2)C(C(F)(F)F)CC(c2ccc4c(c2)OCO4)N3)c1 (configuration not stated)	1.3	0.9	-7	-0.3	-0.1	7	-1	-23	-67
Cc1cccc(NC(=S)N2CCC(C(=O)c3ccc(F)cc3)CC2)c1C	-4.6	0.0	1	nt	0.8	-15	2	-2	32
O=C(COc1ccccc1Cl)c1ccc[nH]1	0.4	2.2	-1	0.087	1.0	57*	33*	-10	-65
O=S(=O)(NCc1ccccc1)c1ccc(S(=O)(=O)N(Cc2ccccn2)Cc2ccco2)cc1	-0.1	0.2	0	0.011	-0.4	1	-2[fluorescence artefact?]	10	15
CC(C)c1ccc(C(=O)NCCCN2CCN(CCCNC(=O)c3ccc(C(C)C)cc3)CC2)cc1	1.7	0.5	4	-1.8	-1.3	8	-2	-10	-12
Cn1c(C(=O)N2COCC2(C)C)cc2c(=O)n3ccccc3nc21	-0.9	5.1	nt	nt	-1.3	-21	1	-5	i
CCOC(=O)C(CC)Sc1nc(-c2ccc(OC)cc2)nc2c1c(=O)n(C)c(=O)n2C (configuration not stated)	-1.5	0.1	nt	1.4	0.3	nt	nt	nt	nt
CCO[C@@H]1OC(C(=O)NCc2ccccc2)=C[C@H](c2ccc3c(c2)OCO3)[C@H]1CCCO	2.7	0.4	0	-0.31	1.5	-10	0	nt	11

# Additional compounds.
Compound	TNF death inh	zVAD death inh	Rad51 HR inh	Cl transport mod	PERK inh	EBV gp42 block	eIF4E 4G PPI	Mdm2 ligase inh	m-calpain inh
N#CCC(=O)c1ccccc1Oc1ccc(Cl)cc1	1.7	0.6	-15	-1.3	-0.7	-3	3	-14	4
O=C1CN(C(=O)COC(=O)c2ccccc2O)c2ccccc2N1	2.2	0.1	nt	-1.6	1.0	-6	1	-10	-11
CC1(C)C2([N+](=O)[O-])CN3CC1([N+](=O)[O-])CN(C2)C3C(O)C(O)C(O)CO (configuration not stated)	1.1	1.4	4	0.14	2.0	-11	-1	-3	-9
CC(C)(C)c1ccc(C(=O)O)c(C(=O)c2ccccc2)c1	-0.2	0.0	nt	nt	1.6	4	-2	-11	-12
O=C(O)c1cc(-c2ccccc2)n(-c2ccccc2)n1	-0.1	0.4	-7	0.011	0.9	-12	-4	-9	14
CCCC(=O)N(c1ccc2oc(=O)sc2c1)S(=O)(=O)c1ccccc1	-1.6	0.8	nt	nt	1.3	-3	-1	0	23
Cc1cc(NS(=O)(=O)c2ccc(NC(=S)NCc3ccccc3)cc2)no1	-0.6	1.4	8	-0.98	0.5	5	-1	-10	-18
COc1ccc(Cn2ccnc2CO)cc1[N+](=O)[O-]	0.5	0.1	-94	0	1.1	5	-2	-7	-22
CCCCCCCn1c(=O)c(C(=O)OC)c(N)c2ccccc21	-16	-1.0	nt	-2.8	0.6	-15	12	-13	3
COc1ccc2c(c1)CCc1c(C(=O)Nc3cc(C)n(Cc4ccc(Cl)cc4)n3)noc1-2	1.4	4.3	-1	0.12	0.2	-3	0	-10	-43
Cn1c2ccccc2c2ncn(CCC3=CCCCC3)c(=O)c21	2.4	1.2	-2	-1.9	-1.3	-6	4	4	-51
